Screening results (PubChem)
MBD2 inh: blocks human MBD2 binding to methylated DNA; TR-FRET, MBD2 binding to methylated oligonucleotide; inhibition, % at 4.4 µM; 370,000 tested, 0.31% active; AID 686964; in the data active = inhibition above about 13%
LEDGF integ inh: blocks HIV-1 LEDGF/p75-dependent DNA integration; TR-FRET IN-LEDGF/p75 DNA integration, Eu/Cy5; inhibition, % at 3.7 µM; 370,000 tested, 0.64% active;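 active = inhibition above the screen-wide mean plus 3 SD, cut at about 13% in these data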;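 note: signal is the Cy5 over europium emission ratio at 671 and 618 nm; 0% = plate median of compound wells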
rCAG binder: molecules binding r(CAG) RNA repeats; inhibition, % at 3 µM; r(CAG) RNA repeat, TO-PRO-1 dye displacement fluorescence; 370,000 tested, 1.3% active;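 active = inhibition above the plate cutoff, the mean of all test compounds on that plate plus 3 SD, cut at about 35% in these data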;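 note: 0% = DMSO alone and 100% = 100 µM mitoxantrone as full dye displacement; higher means more dye released from RNA so lower well fluorescence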
HTRA1 inh: blocks human HTRA1 serine peptidase. 340,000 tested, 0.5% active. Q92743. recombinant HTRA1, FP-rhodamine activity-based probe, fluorescence polarization. inhibition, % at 5.96 µM; in the data active = inhibition above about 36%;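 note: 0% = enzyme with DMSO and 100% = wells lacking enzyme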
TCR-CD3 inh: blocks the human TCR-CD3 interaction | TAMRA-labeled TCR probe fluorescence, biochemical | inhibition, % at 9.4 µM | 360,000 tested, 0.37% active | AID 651800; in the data active = inhibition above about 19%;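 note: recombinant mutant TCR 2C K166C tagged with TAMRA read by polarization; 0% = receptor in buffer alone and 100% = receptor with positive control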
PG9 binder: small molecules binding HIV-1 gp120 antibody PG9; inhibition, % at 6.7 µM; 360,000 tested, 0.43% active; AID 624416; TR-FRET gp120-PG9 antibody binding; in the data active = inhibition above about 8.5%
mABHD4 FP: inhibitors of mouse ABHD4; Q8VD66; purified mABHD4, FP-Rh probe fluorescence polarization; inhibition, % at 8.92 µM; 370,000 tested, 0.54% active;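 active = inhibition exceeding the mean over every tested compound plus 3 SD, cut at about 30% in these data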;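 note: 0% = plate median of compound wells and 100% = S159A mutant with DMSO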
Target sequence (Q8VD66 whole entry, looked up): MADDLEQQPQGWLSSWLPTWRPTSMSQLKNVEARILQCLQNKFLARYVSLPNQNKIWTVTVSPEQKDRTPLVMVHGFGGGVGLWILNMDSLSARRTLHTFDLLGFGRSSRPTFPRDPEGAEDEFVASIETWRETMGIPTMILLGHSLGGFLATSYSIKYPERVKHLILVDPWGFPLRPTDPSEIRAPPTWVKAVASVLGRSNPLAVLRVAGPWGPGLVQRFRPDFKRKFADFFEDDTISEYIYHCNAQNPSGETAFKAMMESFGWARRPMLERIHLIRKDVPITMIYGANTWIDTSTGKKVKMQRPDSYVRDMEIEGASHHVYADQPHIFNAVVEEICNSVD
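Assay system: wild-type mouse ABHD4 protein; compound: single nominal dose of 8.92 µM, 0.89% DMSO final; schedule: 45 min + 60 min at 25 °C; measured by: FP readout, ex 525 nm / em 598 nm; evaluation: % inhibition of FP-Rh probe binding versus controls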
Rev-erbA mod: modulators of human Rev-erb alpha DNA binding; activity, % at 10 µM; 370,000 tested, 0.79% active; AID 1259318; P20393; Rev-erbα–FITC-DNA binding, fluorescence polarization, 90 min;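 active = activity above about 14%, limit read from the data; passing the limit was not always enough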;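 note: 0% = DMSO wells with 35 nM protein and 100% = DMSO wells with 750 nM protein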
UHRF1 binding: UHRF1 methyl-DNA binding inhibition; UHRF1 binding to methylated oligo, TR-FRET; Q96T88; inhibition, % at 4.4 µM; 370,000 tested, 0.75% active; in the data active = inhibition above about 21%;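 note: UHRF1 SRA domain binding a hemimethylated CpG hairpin DNA probe; 0% = median of test compound wells and 100% = reference inhibitor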
Target sequence (Q96T88 whole entry, looked up, the tested form may be a part): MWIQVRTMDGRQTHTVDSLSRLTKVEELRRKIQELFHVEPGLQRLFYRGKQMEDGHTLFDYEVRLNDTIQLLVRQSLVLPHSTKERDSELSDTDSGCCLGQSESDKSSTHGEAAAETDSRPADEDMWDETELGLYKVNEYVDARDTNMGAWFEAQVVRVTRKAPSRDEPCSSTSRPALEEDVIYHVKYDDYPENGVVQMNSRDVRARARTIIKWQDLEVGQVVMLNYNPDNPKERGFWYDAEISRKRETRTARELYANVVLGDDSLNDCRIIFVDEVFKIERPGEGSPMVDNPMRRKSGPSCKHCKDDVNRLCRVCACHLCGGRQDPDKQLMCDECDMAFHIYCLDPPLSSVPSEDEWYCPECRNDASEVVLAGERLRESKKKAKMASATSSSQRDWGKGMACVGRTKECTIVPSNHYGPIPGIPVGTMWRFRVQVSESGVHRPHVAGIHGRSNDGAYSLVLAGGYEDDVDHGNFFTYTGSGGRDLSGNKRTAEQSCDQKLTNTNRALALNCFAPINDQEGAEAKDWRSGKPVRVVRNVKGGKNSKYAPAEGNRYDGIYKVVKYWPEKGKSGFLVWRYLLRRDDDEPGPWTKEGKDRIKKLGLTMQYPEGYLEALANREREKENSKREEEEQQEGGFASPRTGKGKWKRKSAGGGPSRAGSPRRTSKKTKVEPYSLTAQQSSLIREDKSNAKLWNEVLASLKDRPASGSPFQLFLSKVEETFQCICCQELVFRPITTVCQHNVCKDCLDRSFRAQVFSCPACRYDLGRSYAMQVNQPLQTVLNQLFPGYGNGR
PRMT1 inh: blocks human protein arginine methyltransferase 1; recombinant PRMT1, activity-based probe fluorescence polarization; inhibition, % at 2.79 µM; Q99873; 370,000 tested, 1.3% active; AID 652257;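 active = inhibition above about 21% made by adding two undisclosed values, limit read from the data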
* hit, by the source's call; nt = no result given. A portion of the library; count on the stated rates, not on these rows.

SMILES	MBD2 inh	LEDGF integ inh	rCAG binder	HTRA1 inh	TCR-CD3 inh	PG9 binder	mABHD4 FP	Rev-erbA mod	UHRF1 binding	PRMT1 inh
COCCn1c(SCC(=O)N(C)c2ccccc2)nc2c([nH]c3ccccc32)c1=O	-5	0	-3	-1	4	-0.4	-7	4	-2	-2
C[C@H]1CN([C@@H](C)CO)C(=O)CCCn2cc(nn2)CO[C@@H]1CN(C)S(=O)(=O)c1cccs1	4	3	3	5	-1	-1.9	1	3	1	-5
O=C(c1cn(Cc2ccccc2)nc1-c1cccnc1)N1CCc2ccccc2C1	-3	-7	1	-2	3	0.7	4	0	1	1
O=C(N/N=C\c1ccccc1)c1cccc(C(=O)N/N=C\c2ccccc2)n1	1	0	1	nt	13	0.4	-57	-3	2	-1
O=C(COc1nc2ccccc2nc1N1CCOCC1)Nc1ccc(S(=O)(=O)N2CCCC2)cc1	4	1	8	-4	-1	-2.3	-14	-3	-1	-4
CCC(=O)N1CCN(c2ccc(NC(=O)c3ccc4c(c3)OCO4)cc2)CC1	4	1	3	12	-2	-3.0	-3	-3	3	0
O=S1(=O)CCOC[C@H](c2ccccc2)N1Cc1cccc(Cl)c1	6	-4	1	-9	-6	1.0	-12	-4	2	1
Cn1nc(-c2ccccc2)c2cc([N+](=O)[O-])ccc21	-2	-2	3	-2	7	-0.7	-1	7	-1	-3
Cn1c(=O)c2c(-c3ccccc3)n(-c3cc(Cl)c([N+](=O)[O-])cc3O)cc2n(C)c1=O	2	-3	43*	nt	2	-1.3	10	5	-4	5
CC1=C(C#N)C(NC(=O)C2CC2)(C(F)(F)F)C(=O)N1 (stereo unspecified)	-1	0	-1	0	-3	-2.2	-3	1	0	2
CCC(C)(C)c1ccc(OCCCC[n+]2cccc(C)c2)c(C(C)(C)CC)c1	1	7	9	25	-5	-2.7	18	33*	1	-2
O=c1[nH]c2cc3c(cc2cc1CN(CCc1ccccc1)C(=S)NCCCN1CCOCC1)OCCO3	1	8	-4	-1	2	-0.2	-6	-3	1	9
CN1CCN(C(=S)NC(=O)c2ccco2)CC1	-3	1	-1	1	-1	-2.0	7	2	0	-2
CC(C)n1cnc2c(N(C)c3cccc(Cl)c3)nc(N(CCO)CCO)nc21	3	-1	-9	1	2	-1.0	1	1	2	3
COc1ccc(Nc2c3c(nc4ccccc24)CCC3)c(OC)c1	2	5	0	5	1	-1.1	6	4	3	-1
COC(=O)c1ccc(NC(=O)c2cccc(C)c2[N+](=O)[O-])cc1	2	-4	2	-10	-1	7.3	4	0	8	-1
Cc1ccc(C(C)C)c(Oc2cnccn2)c1	0	-4	-1	10	-2	-1.7	7	2	0	2
COc1cccc(CNC(=O)C2CCC(CNS(=O)(=O)c3cccc4cccnc34)CC2)c1 (stereo unspecified)	0	-4	0	0	3	-1.5	-7	-3	4	2
CCC(=O)Nc1cc(C(=O)O)ccc1Sc1ccc(Cl)cc1	-6	-2	2	-1	1	-2.9	-3	-7	-2	-1
Cc1ccccc1NC(=O)CSc1nc2c(c(=O)n(C)c(=O)n2C)n1C	-3	6	-1	0	-1	-4.3	-1	-3	0	-7
Cn1c(Cn2cnc([N+](=O)[O-])n2)nnc1SCC(=O)Nc1ccccc1	-1	-3	1	-1	6	-3.8	-3	-2	-2	-1
COc1ccc(OC)c(CNC(=O)C2CCN(S(C)(=O)=O)CC2)c1	3	-4	-2	-4	2	0.0	-2	0	2	2
O=C1N/C(=N\N=C\c2cccs2)SC1Cc1ccc(Cl)cc1 (stereo unspecified)	-2	1	16	3	-1	-0.1	7	1	-2	-1
COc1cccc(C(=O)OCCN2C(=O)c3ccccc3C2=O)c1OC	2	-3	-7	-4	6	-1.5	0	-1	0	-2
CC(C)(C)OC(=O)n1cc(/C=N/NC(=O)c2ccco2)c2ccccc21	4	-1	-4	-8	0	-1.5	5	3	-1	1
CCCC(=O)Nc1ccc2c(c1)Cc1ccccc1-2	5	1	0	-9	8	-1.7	1	3	1	-2
CCOC(=O)N1CCN(S(=O)(=O)c2ccc(C(=O)N(CCCN(C)C)c3nc4ccc(CC)cc4s3)cc2)CC1	3	2	-5	-9	-4	-1.1	11	7	4	-4
O=C(NCCC1=CCCCC1)C1CCN(C(=O)c2ccc(Br)cc2)CC1	-6	-4	-7	-1	6	-0.2	9	0	-2	-3
CCSc1nnc(N2C(=O)CC(c3ccsc3)C3=C2CC(C)(C)CC3=O)s1 (stereo unspecified)	-4	-2	1	0	-1	3.8	0	-4	0	1
Cc1cccc(-n2ncc3c2CCCC3NC(=O)C2=CC(=O)CC(C)(C)O2)c1C (stereo unspecified)	3	1	-3	-4	1	-0.6	3	0	-1	0
Cc1ncc(S(=O)(=O)c2ccccc2)c(-c2ccccc2)n1	2	-1	0	-1	6	0.6	6	2	0	-3
COc1cc(/C(C#N)=C/c2cccc3ccccc23)c([N+](=O)[O-])cc1OC	-6	-1	4	-2	9	-1.6	4	-1	-1	1
COCCNC(=O)CN(Cc1ccc(Cl)cc1)S(C)(=O)=O	-1	0	0	4	3	1.8	2	-3	2	-1
COc1ccccc1CN(Cc1nc2ccccc2c(=O)[nH]1)C(=O)Nc1cccc(C)c1	0	0	-3	-22	1	-0.9	-16	7	-1	-3
CNc1nc(Nc2ccc(C)cc2C)c2sccc2n1	0	-2	3	nt	0	0.1	5	0	2	-1
Cc1nn(-c2ccccc2)c(N)c1N=Nc1ccccc1	-8	1	1	-11	-4	2.4	-5	-3	-3	-2
Cc1ccc(C)c(SCC(=O)NC(=O)NCc2ccccc2)c1	-2	1	-4	-53	-4	0.3	-1	-2	3	2
Cc1ccc2c(COC(=O)c3ccc(C)c(C)c3)cc(=O)oc2c1	5	-1	4	-8	-7	-0.5	0	-12	2	1
O=C(O)c1cc(S(=O)(=O)N2CCCC2)ccc1Br	2	-4	-1	4	4	-3.0	4	-2	0	-1
Cc1sc2ncnc(NCc3ccccc3)c2c1C	3	3	1	-6	-1	-0.5	-4	3	1	0
CCC(=O)Nc1ccc(NC(=O)c2ccccc2)nc1	5	-3	3	1	-4	-1.7	3	0	2	0
COc1cc(OC)c2c(-c3ccccc3)cc(=O)oc2c1	0	10	0	-15	0	-0.4	-4	3	-1	-4
Cc1cc(C(=O)NCc2ccccc2F)c2ccccc2n1	-3	-2	4	-2	0	1.4	6	-2	-1	2
CN(CCNC(=O)C1CCN(c2ncnc3c2nc2n3CCCCC2)CC1)Cc1ccccc1	-3	5	-8	5	1	1.2	-1	-1	-3	-1
C/C(=N\Nc1ccc([N+](=O)[O-])cc1)c1ccc(C#N)cc1	8	-1	4	-9	7	-2.2	-3	-18	1	-7
COc1ccc(-n2nnnc2SCc2nc3ccccc3s2)cc1	1	1	4	-14	-2	1.2	-3	2	-1	2
COc1ccc(-n2ncc3c(=O)n(CC(=O)Nc4ccc5c(c4)OCCO5)cnc32)cc1	1	-2	6	-2	-10	12*	-3	22	4	1
COc1ccc(-c2cn(-c3cccc(C)c3)c(=O)[nH]2)cc1OC	-3	5	6	-4	-5	1.4	-5	-7	0	-1
CCOCCCNC(=O)C1(O)c2ccccc2NC(=O)N1c1ccc(C)c(C)c1 (stereo unspecified)	-8	10	1	6	-1	-0.4	-5	1	-1	-4
CSc1ncccc1C(=O)Nc1cc(Cl)ccc1N1CCOCC1	1	5	1	3	-4	-1.1	-2	0	0	0
Cn1c(CC(=O)Nc2ccccc2F)nnc1SCC(=O)NC1=NCCS1	-2	2	1	12	0	-1.8	1	1	-2	7
CC1CCCCC1NC(=O)c1cn(C)c2ccc(S(=O)(=O)N3CCCC3)cc2c1=O (stereo unspecified)	3	-5	4	-6	0	0.4	-1	0	2	0
COc1cc(C(=O)OCc2cccc(S(=O)(=O)N3CCOCC3)c2)ccc1OCC(C)C	-5	4	4	-30	-12	-1.6	-12	10	1	0
COc1ccc(CN(C(=O)CCC(=O)N2CCCCC2)c2nccs2)cc1OC	-8	-2	-6	6	5	1.3	2	-2	-2	-2
CCOc1ccc(-c2nnc(SCC(=O)N(CC)CC)n2N)cc1	1	-1	1	-5	9	0.2	-1	5	0	-3
O=[N+]([O-])c1ccc(/C=N/Nc2nc(N3CCCCCC3)nc(N3CCCCCC3)n2)o1	0	1	10	12	-9	-1.1	29	-8	-3	3
O=C1CN(C(=O)COC(=O)CCC(=O)c2ccc(Cl)cc2)c2ccccc2N1	-2	-1	2	2	6	-0.4	-3	-5	-1	-2
Cc1[nH]n(-c2ccccc2)c(=O)c1N=Nc1ccc(Cl)cc1	-2	2	-1	3	-3	0.3	-10	-3	0	-6
CN(Cc1ccccc1)C(=O)c1cccc(N2C(=O)NC3CC2(C)Oc2ccccc23)c1 (stereo unspecified)	1	-3	-5	-2	3	-0.4	-6	6	-1	1
CC(=O)c1cn(-c2ccc([N+](=O)[O-])cc2)c(=O)n(C)c1=O	-2	3	2	4	0	-0.6	0	0	0	-1

Part of the list above in order of SMILES length, ascending.
SMILES	MBD2 inh	LEDGF integ inh	rCAG binder	HTRA1 inh	TCR-CD3 inh	PG9 binder	mABHD4 FP	Rev-erbA mod	UHRF1 binding	PRMT1 inh
COc1cc(OC)c2c(-c3ccccc3)cc(=O)oc2c1	0	10	0	-15	0	-0.4	-4	3	-1	-4
C/C(=N\Nc1ccc([N+](=O)[O-])cc1)c1ccc(C#N)cc1	8	-1	4	-9	7	-2.2	-3	-18	1	-7
CCOCCCNC(=O)C1(O)c2ccccc2NC(=O)N1c1ccc(C)c(C)c1 (stereo unspecified)	-8	10	1	6	-1	-0.4	-5	1	-1	-4
CN(CCNC(=O)C1CCN(c2ncnc3c2nc2n3CCCCC2)CC1)Cc1ccccc1	-3	5	-8	5	1	1.2	-1	-1	-3	-1
CN(Cc1ccccc1)C(=O)c1cccc(N2C(=O)NC3CC2(C)Oc2ccccc23)c1 (stereo unspecified)	1	-3	-5	-2	3	-0.4	-6	6	-1	1
COc1ccc(-n2ncc3c(=O)n(CC(=O)Nc4ccc5c(c4)OCCO5)cnc32)cc1	1	-2	6	-2	-10	12*	-3	22	4	1

Other results follow:
SMILES	MBD2 inh	LEDGF integ inh	rCAG binder	HTRA1 inh	TCR-CD3 inh	PG9 binder	mABHD4 FP	Rev-erbA mod	UHRF1 binding	PRMT1 inh
O=C(CCS(=O)(=O)c1ccc(Br)cc1)N1CCN(c2ccccc2Cl)CC1	-1	-3	-4	-10	0	-3.4	-2	0	-1	-1
COc1ccc(OC)c(NC(=O)c2cc3ccccc3o2)c1	-3	0	4	-16	4	0.5	-4	3	5	0
CCC1Sc2ccccc2N(CC(=O)NC2CC2)C1=O (stereo unspecified)	-1	-1	5	-3	4	-3.4	-6	5	1	1
COc1ccccc1CNC(=O)CSc1ncc(C(=O)Nc2ccccc2)c(=O)n1C	3	0	0	-2	-3	1.8	3	-1	2	5
COc1ccc(S(=O)(=O)NC2CCCC2)cc1NC(C)=O	1	-1	-3	-7	-1	-0.9	3	4	3	0
O=[N+]([O-])c1cc(Cl)ccc1N1CCOCC1	0	-4	2	-5	-2	-1.2	-5	3	2	5
Nn1c(SCC(=O)N2CCOCC2)nnc1-c1cc(-c2ccc(Cl)cc2)n[nH]1	2	-1	3	nt	nt	nt	5	1	-3	2
O=C(Nc1cccc(F)c1)NC1CCN(Cc2ccccc2)CC1	3	2	-2	-2	7	0.2	5	-2	1	1
C/C(=N\NC(=O)Cc1cc(=O)[nH][nH]1)c1cccc([N+](=O)[O-])c1	-5	0	5	6	8	-1.8	4	5	-5	-3
Cc1cc(C)cc(N(C(=O)c2csnn2)C(C(=O)NC(C)(C)C)c2cccnc2)c1 (stereo unspecified)	4	1	-4	11	2	0.1	10	1	0	0
NS(=O)(=O)c1ccc(CCNC(=O)C(=O)c2cn(CC(=O)N3CCCC3)c3ccccc23)cc1	0	-3	7	-2	-7	-0.5	9	6	1	5
